# Assay outcomes: PubChem BioAssay, National Center for Advancing Translational Sciences (NCATS)
# KDM5B inhibitor: KDM5B demethylase inhibition; Q9UGL1; KDM5B demethylase, FDH-coupled NADH fluorescence (FDH is formaldehyde dehydrogenase); Potency, µM (doses to about 57.7 µM), for inactives: top-dose activity change, negative = inhibition, usual class: inhibitors; hit rate 2.6% among 220,000; active = well fitted inhibition curve with a large enough effect; inconclusive = small, poorly fitted or top-dose-only effect; inactive = no such curve, though single readings can be large or run the other way; note: 0% is about no effect; nearly all actives have a fitted effect of over 70% in size
# Target sequence (Q9UGL1 whole entry, looked up): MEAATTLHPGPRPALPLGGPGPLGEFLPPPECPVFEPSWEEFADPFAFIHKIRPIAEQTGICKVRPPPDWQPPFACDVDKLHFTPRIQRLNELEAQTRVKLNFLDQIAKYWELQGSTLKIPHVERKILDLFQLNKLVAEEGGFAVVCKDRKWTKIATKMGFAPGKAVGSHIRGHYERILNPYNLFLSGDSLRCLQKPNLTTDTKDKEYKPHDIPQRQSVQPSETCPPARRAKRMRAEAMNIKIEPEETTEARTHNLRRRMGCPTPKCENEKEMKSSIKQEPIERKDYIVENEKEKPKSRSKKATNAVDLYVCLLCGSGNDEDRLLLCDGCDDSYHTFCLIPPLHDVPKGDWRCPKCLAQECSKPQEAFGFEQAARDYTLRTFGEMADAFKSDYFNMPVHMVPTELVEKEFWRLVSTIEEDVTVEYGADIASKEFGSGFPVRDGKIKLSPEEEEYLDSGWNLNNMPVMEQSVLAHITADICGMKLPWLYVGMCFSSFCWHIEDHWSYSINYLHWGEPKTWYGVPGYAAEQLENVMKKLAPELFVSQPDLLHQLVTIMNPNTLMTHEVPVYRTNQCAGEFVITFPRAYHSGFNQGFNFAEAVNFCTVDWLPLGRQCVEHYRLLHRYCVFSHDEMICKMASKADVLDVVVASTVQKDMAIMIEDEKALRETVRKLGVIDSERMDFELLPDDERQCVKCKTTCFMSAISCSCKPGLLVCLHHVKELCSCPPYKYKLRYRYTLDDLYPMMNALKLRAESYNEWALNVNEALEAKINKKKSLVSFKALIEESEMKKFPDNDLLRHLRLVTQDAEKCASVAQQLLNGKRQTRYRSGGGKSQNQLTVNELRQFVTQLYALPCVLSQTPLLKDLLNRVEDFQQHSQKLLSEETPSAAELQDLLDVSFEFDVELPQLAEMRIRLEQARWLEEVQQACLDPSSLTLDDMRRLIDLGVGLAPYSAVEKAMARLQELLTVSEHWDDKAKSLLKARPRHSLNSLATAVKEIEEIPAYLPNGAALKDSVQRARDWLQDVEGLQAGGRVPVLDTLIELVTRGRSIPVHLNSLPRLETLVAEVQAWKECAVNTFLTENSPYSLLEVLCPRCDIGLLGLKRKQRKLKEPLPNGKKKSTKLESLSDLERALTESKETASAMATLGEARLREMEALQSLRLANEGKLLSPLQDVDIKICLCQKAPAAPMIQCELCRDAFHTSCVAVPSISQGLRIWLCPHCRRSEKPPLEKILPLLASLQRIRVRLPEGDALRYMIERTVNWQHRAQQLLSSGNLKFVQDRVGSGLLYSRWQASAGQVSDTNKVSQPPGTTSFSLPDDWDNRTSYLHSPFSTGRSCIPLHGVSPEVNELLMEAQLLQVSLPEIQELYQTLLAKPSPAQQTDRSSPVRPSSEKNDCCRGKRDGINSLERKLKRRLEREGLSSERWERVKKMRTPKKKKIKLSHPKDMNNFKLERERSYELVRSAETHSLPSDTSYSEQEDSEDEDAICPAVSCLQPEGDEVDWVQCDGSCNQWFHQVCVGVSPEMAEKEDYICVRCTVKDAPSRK
#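 KDM5BΔAP (200 nM final) in 50 mM HEPES pH 7.5, 0.01% Tween-20 was preincubated 10 min at RT with compound over a concentration range. Substrate mix (H3K4me3 12.5 µM, α-KG 25 µM, Fe²⁺, ascorbate, NAD⁺, FDH) was added, and NADH fluorescence change over 30 min gave dose-response curves.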
# * hit, by the source's call; ? = inconclusive; & = joins results of further samples; [ ] = dose if it differs, or a comment. Potency is the fitted concentration of half-maximal effect. Only part of the results is shown. The share of hits here may be higher or lower than overall.
KDM5B inhibitor	mol
-18%	CCOC(=O)c1c(NC(=S)NC)sc2c1CCCC2
-25%	O=C1NC(C(=O)NCc2ccccn2)Cn2cccc21 (stereo unspecified)
17%	O=C(O/N=C1\CCCc2oc3c(c21)CCCC3)c1ccc(Cl)c(Cl)c1
36%	CCOc1ccccc1NC(=O)COC(=O)c1cc[n+]([O-])cc1
19%	CC(=O)c1c(C)[nH]c(C(=O)C(C)OC(=O)c2c(F)cccc2F)c1C (stereo unspecified)
-23%	COc1coc(CN2CCCC(CCc3ccccc3F)C2)cc1=O (stereo unspecified)
-30%	CC(C)(C)OC(=O)N1CCC(c2c(C(=O)NCc3ccc4c(c3)OCO4)cnn2-c2ccccc2Cl)CC1
?	CCOC(=O)C1CCCN(C(=O)Cn2ncc3c([nH]c4ccccc43)c2=O)C1 (stereo unspecified)
-18%	CCC1(N2CCN(S(=O)(=O)c3cccc4cccnc34)CC2)CCN(C(=O)NC)C1 (stereo unspecified)
-11%	Cc1cc(C)cc(N2CC(C(=O)Nc3cc(C)on3)CC2=O)c1 (stereo unspecified)
-17%	COCC(=O)N1C[C@@H]2CCCN3CCC[C@@H]([C@H]23)[C@H]1CCCC(=O)N1CCOCC1
2%	CCOc1ccc(-c2cc(C(=O)Nc3nnc(CC)s3)no2)cc1
-3%	CC(CCc1ccccc1)NC(=O)c1ccc2nc(N3CCOCC3)sc2c1 (stereo unspecified)
-22%	CC(C)c1ccc(CC(=O)N2CCCc3ncc(C(=O)NCCc4c[nH]c5ccccc45)cc32)cc1
15%	O=C(c1ccc(Br)s1)N(Cc1ccc(Br)cc1)C1CC1
?	C=CCCC(CN1CCCC1)Oc1ccc(C(=O)NCC)cn1 (stereo unspecified)
?	O=C(c1c[nH]c2ccccc12)N1CCC2(CC1)CNS(=O)(=O)c1cccnc1O2
3%	COc1ccc(-n2c(=O)c3sc4ccccc4c3n(Cc3ccccc3C)c2=O)cc1OC
-8%	CCOCCOc1cccc(C(=O)N2CCC3(CCOCC3)CC2)c1
?	CN1c2cc(C(=O)Nc3ccc(Cl)c(Cl)c3)ccc2C(=O)N2CCCCCC21 (stereo unspecified)
-11%[86.2 µM]	CN(C)Cc1cc(CC2(NCc3cccc4c3OCO4)COC2)no1
-2%	COC(=O)c1ccc(NC(=O)CCS(=O)(=O)c2ccc(Br)s2)cc1
9%	CC(C)Cc1nnc(NC(=O)c2cc(=O)c3cc(Cl)cc(Cl)c3o2)s1
14%	O=C(CCS(=O)(=O)c1ccc(Cl)cc1)OCc1ccccc1
-3%	COC(=O)c1ccn(Cc2c(Cl)cccc2Cl)n1
-17%[86.2 µM]	Cc1ccc(C(=O)N[C@@H]2C=C(C(=O)NCCC(N)=O)C[C@@H](O)[C@@H]2O)cc1
5%	NCC1CCCCC(=O)N1 (stereo unspecified)
19%	COc1ccc(N2CC(C(=O)N3CCC(C(=O)NCC4CC4)C3)NC2=O)cc1 (stereo unspecified)
-28%	CC(C)Oc1ccc(CNC(=O)CCn2c(=O)c3cccn3c3ccc(F)cc32)cc1
-12%	Cc1ccc(NC(=O)[C@H]2O[C@@H]3OC(C)(C)O[C@@H]3[C@H]3OC(C)(C)O[C@H]32)cc1F
18%	Cc1ccc(NC(=O)CN(C)C(=O)COC(=O)c2nc3nccc(C)n3n2)cc1
-30%	O=C(Nc1cn[nH]c1)C1CCN(c2ccc(C(F)(F)F)cn2)CC1
8%	COCCN1C(=O)c2ccccc2C(C(=O)NC2CCCCCC2)C12CCCCC2 (stereo unspecified)
13%	Cn1c(=O)oc2cc(NC(=O)Nc3ccc(F)c(Cl)c3)ccc21
15%	c1ccc2c(c1)OCCOCCOCCOCCO2
-25%	CN(C)c1ccc(CNC(=O)CN2CCSc3ccc(S(=O)(=O)N(C)C)cc32)cc1
-10%	CCOc1ccc(NC(=O)C(CC)Oc2ccccc2F)c2cccnc12 (stereo unspecified)
-1%[86.2 µM]	O=C(NC[C@H]1O[C@@H](CO)[C@@H](O)[C@H]1N1CCOCC1)c1cccc(F)c1
-13%[86.2 µM]	COc1ccc(-c2noc([C@@H]3C[C@@H](O)CN3Cc3ccc(F)cc3)n2)cc1
-1%	COc1ccccc1N1CC(C(=O)Nc2nnc(SC)s2)CC1=O (stereo unspecified)
25%	Cc1ccsc1C(=O)N1CCC(Oc2cccnc2)C1 (stereo unspecified)
4%	C=CCN(Cc1ccc2c(c1)OCO2)C(C#Cc1ccccc1)c1ccccc1C(F)(F)F (stereo unspecified)
20%	CCCCCCn1nc(C(=O)N(CC)CC(=O)Nc2c(F)cccc2F)c2ccccc2c1=O
22%	COc1cccc(CN(C(=O)c2oc3c(C)c(C)ccc3c2C)C2CCS(=O)(=O)C2)c1 (stereo unspecified)
-19%	CCCCOc1ccc(NC(=O)C(C)Oc2ccccc2F)c2cccnc12 (stereo unspecified)
40%	CCN1CCCC1CNCC1CCCCC1 (stereo unspecified)
-7%	Cc1ccc(-c2nnc(C3CN(C(=O)c4cc(F)cc(F)c4)CC34CCOCC4)o2)cc1 (stereo unspecified)
19%	CN(C)C(=O)CNC(=O)c1nn(C)c(=O)c2ccccc12
-32%	Fc1ccc(F)c(CN2CCC(Oc3ccccc3-c3nc(C4CCOCC4)no3)C2)c1 (stereo unspecified)
-3%	O=C(Nc1cccc(-c2nc3ccccc3[nH]2)c1)c1ccccn1
14%	CC(=O)Nc1ccc(I)cc1C
9%	O=C(Cn1nc(N2CCCCC2)c2ccccc2c1=O)Nc1ccc2c(c1)OCCO2
-30%	O=C(NC(=S)NCCC1=CCCCC1)c1cccs1
21%	COc1ccc(CN2CC3(CCN(C(=O)Nc4ccc(OC)c(OC)c4)CC3)C2=O)cc1
31%	Cc1ccc(NC(=O)N(CCC(=O)O)Cc2ccccc2)cc1
?	COc1ccc(-c2cc(C(F)(F)F)nc(SCC(=O)NCC(C)C)n2)cc1OC
-2%	Cn1nccc1C(=O)Nc1sc2c(c1C#N)CCCCC2
?	CS(=O)(=O)Oc1ccc2cc(-c3ccccc3)c(=O)oc2c1
-21%	CC(=O)c1ccc(NC(=O)Cn2c(=O)n(Cc3ccco3)c(=O)c3sc4ccccc4c32)cc1
7%	Cc1ccc(S(=O)(=O)NCC2CCC(C(=O)NCc3ccc(F)cc3)CC2)cc1 (stereo unspecified)

# (cont.)
KDM5B inhibitor	mol
-1%[86.2 µM]	Cc1cccc(-c2ccc3c(c2)C(=O)N2CC[C@H](NC(=O)NC(C)C)[C@H]2C(=O)N3)c1C
6%	Cc1ccc(N(Cc2nnc(SCC(=O)c3cc(C)n(C4CC4)c3C)n2C)S(C)(=O)=O)cc1
-19%	Cc1cc(C(F)(F)F)nn1CC(=O)NCC12CCC=C1N(C)C(=O)CC2 (stereo unspecified)
25%	COCC1(C(=O)N2CCOC(c3ccc4cc(OC)ccc4c3)C2)CCC1 (stereo unspecified)
?	CNS(=O)(=O)c1cc(-c2nnc(Nc3cc(C)ccc3C)c3ccccc23)ccc1C
10%	Cc1nc2cc(NC(=O)c3cccc(S(=O)(=O)Nc4ccc(Cl)cc4)c3)ccc2o1
-14%	CC(C(=O)NCC1CCCO1)N1C(=O)C2C3CC(C(Br)C3Br)C2C1=O (stereo unspecified)
1%	Cc1noc(C)c1CCCNC(=O)c1cccc(CCC(C)(C)O)c1
4%	NS(=O)(=O)c1ccc(N2N=C(c3ccccc3)CCC2=O)cc1
-1%	Cc1cccc(-c2nn3c(=O)cc(CN4CCN(C(=O)/C=C/c5ccccc5)CC4)nc3s2)c1
-28%	O=C(Cc1ccccc1)N1CCCN(c2cc(-c3ccc(Br)cc3)[nH]n2)CC1
?	COc1ccc(C(=O)NC2CCN(c3cc(-c4ccccc4)[nH]n3)C2)c(C)c1 (stereo unspecified)
?	O=C(NCc1cccc(Cl)c1)c1ccc2c(Cl)c3c(nc2c1)CCCC3
-22%	COc1ccc(NC(=O)c2ccco2)cc1NC(=O)COc1ccc(Cl)c(C)c1
-12%	COCC(=O)NC[C@H]1CCN(Cc2cccc(Cl)c2)C[C@H]1N(C)C
20%	Nc1nc(Nc2cccc(Cl)c2)n[nH]1
16%	Cc1cccc(Nc2nnc(SCC(=O)N3CCOCC3)s2)c1
11%	Cc1nc(N2CCN(Cc3ccccc3)CC2)[nH]c(=O)c1C
-5%&-5%	CN(C)c1ncc(C(=O)NCc2ccccc2Cl)cn1
-15%	Cc1cccc(NC(=O)CN2C(=O)c3cccnc3Oc3ccc(Cl)cc32)c1C
97%[activator]	O=C(c1ccncc1)N1CCCC(CN2CCOCC2)CC1 (stereo unspecified)
14%	C=CCSc1nnc(NC(=O)CN2C(=O)NC3(CCCC3)C2=O)s1
2%	Cc1ccc(C(=O)N2CCC(CCC(=O)N3CCCCC3)CC2)cc1
11%	O=S(Cc1ccccc1)Cc1ccc(F)cc1 (stereo unspecified)
-2%	Cc1ccc(S(=O)(=O)N(C)C)cc1NC(=O)COC(=O)c1ccc2c(c1)NC(=O)CS2
?	O=c1oc2cc(O)ccc2cc1-c1nc(-c2ccc3ccccc3c2)cs1
-17%	COCCn1ncc(N2CCC(NC(=O)C3CCOC3)CC2)cc1=O (stereo unspecified)
-17%	COc1ccc(NC(=O)Nc2nc3cc(C)c(C)cc3s2)cc1OC
-12%	COCc1nnc(NC(=O)c2ccc3c(ccn3C)c2)s1
-12%	O=C(CCC1CCN(C(=O)c2ccccc2F)CC1)Nc1ccccc1
-5%[115 µM]	CCCCCC(=O)N1CC[C@@H](CC(=O)O)[C@@H](CC)C1
35µM*	O=C(O)c1ccc(-c2ncc3cnc(-c4cccc(F)c4)cn23)cc1
?	NC(=O)c1ccccc1NCC(=O)Nc1ccc(OC(F)(F)F)cc1
?	COCCOc1cc(N)ccc1OC
-9%	Cc1ccc(Nc2nc3ccc(C)cc3nc2-n2nc(C)cc2C)c(C)c1
?	CC(C)(C)OC(=O)N1CCC[C@H]1C(=O)N/N=C/c1cccc2nccnc12
-13%	CCn1c(=O)c(C(=O)Nc2ccc(Cl)c(C(F)(F)F)c2)nc2cc(C)c(C)cc21
2%	CCOC(=O)C1(Cc2ccccc2C)CCCN(Cc2cn(CC(N)=O)c3ccccc23)C1 (stereo unspecified)
5%[86.2 µM]	O=C(NCc1c[nH]c2ncccc12)c1ccc(C(F)(F)F)cc1
-5%	Cc1ncsc1CN1CCCCCCNC(=O)CC1
16%	O=C(O)CCCCCNC(=O)Cn1ccc2c(Cl)cccc21
2%	Cn1c(=O)[nH]c(=O)c2c1nc(NC1CCCCC1)n2CCO
-26%	COC(=O)[C@@H]1Cc2ncn(Cc3ccc(OC)cc3)c2CN1S(=O)(=O)c1cccc(C(F)(F)F)c1
?	CCCCNC(=O)CSc1nc2nc(C)c(Cc3c(F)cccc3Cl)c(C)n2n1
?	O=C(Nc1cc(F)cc(F)c1)c1ccc2ccccc2n1
6%	CCOC(=O)COc1ccc2c(=O)c(-c3ccc(OC)cc3)c(C)oc2c1
-19%	O=C(C1=Cc2ccccc2OC1)N1CCN(S(=O)(=O)c2cccc(Cl)c2)CC1
-15%	Fc1ccccc1-c1noc(NCCc2ccc(Cl)cc2)n1
-23%[86.2 µM]	Cc1cccc(-c2noc([C@@H]3C[C@@H](O)CN3Cc3ccccn3)n2)c1
-26%	Cc1ccc(-c2noc(-c3ccccc3NC(=O)c3ccccc3)n2)cc1
22%	CC(C)NC(=O)C1COC2(CCN(C(=O)c3ccc(F)cc3F)CC2)N1C(=O)c1ccccc1 (stereo unspecified)
7%	CC(C)(C)c1ccc2cc(C(=O)N3CCCC3)[nH]c2c1
23%	O=C(NCc1ccccc1)N1CCC(Cc2nc(C3CC3)n[nH]2)C1 (stereo unspecified)
32µM*	COc1nccnc1NC1CCN(C(=O)CCc2c(C)noc2C)CC1
-5%	Cc1ccc(C(=O)NC(C)c2ccc(F)c(F)c2)s1 (stereo unspecified)
4%	COc1cc(C2CC(=O)Nc3nc(-c4ccccc4)[nH]c(=O)c32)cc(OC)c1O (stereo unspecified)

# Structures above that bear a hit mark in KDM5B inhibitor:
KDM5B inhibitor	mol
35µM*	O=C(O)c1ccc(-c2ncc3cnc(-c4cccc(F)c4)cn23)cc1
32µM*	COc1nccnc1NC1CCN(C(=O)CCc2c(C)noc2C)CC1

# Filtered by structure: those above containing an NH in an aromatic ring.
KDM5B inhibitor	mol
19%	CC(=O)c1c(C)[nH]c(C(=O)C(C)OC(=O)c2c(F)cccc2F)c1C (stereo unspecified)
?	CCOC(=O)C1CCCN(C(=O)Cn2ncc3c([nH]c4ccccc43)c2=O)C1 (stereo unspecified)
-22%	CC(C)c1ccc(CC(=O)N2CCCc3ncc(C(=O)NCCc4c[nH]c5ccccc45)cc32)cc1
?	O=C(c1c[nH]c2ccccc12)N1CCC2(CC1)CNS(=O)(=O)c1cccnc1O2
-30%	O=C(Nc1cn[nH]c1)C1CCN(c2ccc(C(F)(F)F)cn2)CC1
-3%	O=C(Nc1cccc(-c2nc3ccccc3[nH]2)c1)c1ccccn1
-28%	O=C(Cc1ccccc1)N1CCCN(c2cc(-c3ccc(Br)cc3)[nH]n2)CC1
?	COc1ccc(C(=O)NC2CCN(c3cc(-c4ccccc4)[nH]n3)C2)c(C)c1 (stereo unspecified)
20%	Nc1nc(Nc2cccc(Cl)c2)n[nH]1
11%	Cc1nc(N2CCN(Cc3ccccc3)CC2)[nH]c(=O)c1C
5%[86.2 µM]	O=C(NCc1c[nH]c2ncccc12)c1ccc(C(F)(F)F)cc1
2%	Cn1c(=O)[nH]c(=O)c2c1nc(NC1CCCCC1)n2CCO
7%	CC(C)(C)c1ccc2cc(C(=O)N3CCCC3)[nH]c2c1
23%	O=C(NCc1ccccc1)N1CCC(Cc2nc(C3CC3)n[nH]2)C1 (stereo unspecified)
4%	COc1cc(C2CC(=O)Nc3nc(-c4ccccc4)[nH]c(=O)c32)cc(OC)c1O (stereo unspecified)
